ATG4B inhibitor: ATG4B (human) cysteine protease inhibition; ATG4B cleavage of LC3-PLA2, NBD-HPC fluorescence, 1 h; Q9Y4P1; hit rate 0.51% among 340,000; inhibition, % at 8.33 µM; AID 504462; in the data active = inhibition above about 40%
NR3A LBD binder: modulates the human NR3A ligand-binding domain. NR3A LBD differential scanning fluorimetry, Tm shift; 0% = protein alone, 100% = glycine-bound protein. Tm shift relative to glycine control, % at 25 µM. hit rate 2.5% among 340,000;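 active = melting temperature shift of at least 10% of the positive control shift, at one fixed dose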
HKDC1 inhibitor: inhibitors of human hexokinase HKDC1. Q2TB90. recombinant HKDC1, G6PDH/diaphorase resazurin coupled fluorescence. inhibition, % at 20 µM. hit rate 0.16% among 340,000. AID 493160;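 active = inhibition above about 35% when tested at 20 µM, limit read from the data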;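 also: plate controls were DMSO wells with enzyme for no effect and DMSO wells lacking enzyme for full effect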
Target sequence (Q2TB90 whole entry, looked up): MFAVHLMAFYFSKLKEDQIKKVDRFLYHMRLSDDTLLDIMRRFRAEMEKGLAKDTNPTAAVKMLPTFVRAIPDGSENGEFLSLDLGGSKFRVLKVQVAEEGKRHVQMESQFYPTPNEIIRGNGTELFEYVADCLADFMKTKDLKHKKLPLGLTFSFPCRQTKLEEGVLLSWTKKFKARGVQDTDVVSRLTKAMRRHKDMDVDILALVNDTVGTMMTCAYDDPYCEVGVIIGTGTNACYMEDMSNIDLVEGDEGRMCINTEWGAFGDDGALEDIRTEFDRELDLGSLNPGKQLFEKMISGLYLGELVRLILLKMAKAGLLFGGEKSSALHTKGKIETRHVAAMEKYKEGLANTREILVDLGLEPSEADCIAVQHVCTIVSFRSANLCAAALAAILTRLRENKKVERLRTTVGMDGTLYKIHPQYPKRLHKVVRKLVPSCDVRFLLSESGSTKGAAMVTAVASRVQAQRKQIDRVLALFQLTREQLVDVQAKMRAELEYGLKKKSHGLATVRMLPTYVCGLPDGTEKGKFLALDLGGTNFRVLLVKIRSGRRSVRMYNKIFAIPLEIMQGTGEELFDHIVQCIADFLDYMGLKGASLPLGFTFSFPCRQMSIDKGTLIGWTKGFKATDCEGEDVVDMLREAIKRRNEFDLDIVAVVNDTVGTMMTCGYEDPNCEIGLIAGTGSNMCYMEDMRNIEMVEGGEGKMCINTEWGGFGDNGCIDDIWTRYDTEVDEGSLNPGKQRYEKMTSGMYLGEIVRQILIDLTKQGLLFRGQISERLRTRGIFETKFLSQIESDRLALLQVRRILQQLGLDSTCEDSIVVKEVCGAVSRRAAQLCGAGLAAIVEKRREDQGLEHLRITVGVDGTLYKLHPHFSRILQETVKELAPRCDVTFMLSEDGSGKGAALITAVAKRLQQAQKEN
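System: Recombinant HKDC1 hexokinase | Amount: HKDC1 at 5 µg/mL | Reagent: Glucose with 1 mM ATP | Doses: Single 20 µM dose | Incubation: Reaction time 90 min, room temperature, protected from light | Signal: Coupled resazurin fluorescence, excitation 525 nm, emission 613 nm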
MPTP block: blocks calcium-induced mitochondrial swelling. isolated mouse mitochondria, Ca2+ swelling absorbance, 30 min. inhibition, % at 10 µM. hit rate 1.4% among 360,000;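 active = inhibition of 50% or more, scaled per plate between neutral and stimulator controls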;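 also: 0% = DMSO wells given calcium and 100% = 1 mM EGTA wells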
SENP6 inh: SENP6 protease inhibition; hit rate 1.8% among 330,000; Q9GZR1; inhibition, % at 10 µM; Recombinant SENP6 catalytic domain, aminoluciferin luminescence;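 active = inhibition above about 50% at the single tested dose, limit read from the data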;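 also: plate controls were DMSO wells with enzyme for no effect and DMSO wells lacking enzyme for full effect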
PfG6PD inh: PfG6PD (Plasmodium falciparum) enzyme inhibition; inhibition, % at 20 µM; PfGluPho enzyme, NADPH resazurin-diaphorase fluorescence; AID 504690; hit rate 0.78% among 350,000;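 active = inhibition reaching at least a set limit at 20 µM in the primary screen, cut at about 59% in these data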;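 also: 0% = DMSO wells with substrate and 100% = DMSO wells lacking glucose-6-phosphate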
SENP7 inh: blocks the human protease SENP7 | Q9BQF6 | recombinant SENP7, Z-RLRGG-aminoluciferin luminescence, 40 min | inhibition, % at 5 µM | hit rate 1.5% among 330,000;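 active = inhibition above about 50% at the single test dose, limit read from the data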;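 also: plate controls were DMSO with enzyme for no effect and no enzyme buffer wells for full effect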
SENP8 inh: inhibitors of human SENP8 protease; Q96LD8; recombinant SENP8, Nedd8 substrate fluorescence; inhibition, % at 20 µM; hit rate 0.64% among 360,000; AID 602440; in the data active = inhibition mostly above about 40%, no sharp cut-off; inactive = mostly below about 27%
* marks the source's active call; other numbers are inactive results; i = inactive; . = not tested or not shown; & = joins results of further samples.

Preview (5 entries):
SMILES	ATG4B inhibitor	NR3A LBD binder	HKDC1 inhibitor	MPTP block	SENP6 inh	PfG6PD inh	SENP7 inh	SENP8 inh
COc1ccccc1C(=O)NCCC(=O)Nc1ccc(S(=O)(=O)N2CC(C)CC(C)C2)cc1 (stereo unspecified)	-38	0	5	-0.2	-23	2	3	10
COCCSc1ccccc1C(=O)N1CCCC(C)C1 (stereo unspecified)	-13	-1	-7	-1.6	3	3	-1	8
O=C(c1ncn(Cc2ccccc2)c1C(=O)N1CCc2ccccc2C1)N1CCc2ccccc2C1	5	1	-1	0.2	-8	0	-1	52*
N#CCCn1cc(C(=O)NCc2ccccc2)c(-c2cccs2)n1	-3	-2	-6	-1.6	-2	9	16	0
CCC(=O)[C@@]1(C)[C@H](C)C[C@H]2[C@@H]3CCC4=CC(=O)C=C[C@]4(C)[C@H]3[C@@H](O)C[C@@]21C	4	1	6	-1.4	-8	10	1	9

The listing, from the start:
SMILES	ATG4B inhibitor	NR3A LBD binder	HKDC1 inhibitor	MPTP block	SENP6 inh	PfG6PD inh	SENP7 inh	SENP8 inh
COc1ccccc1C(=O)NCCC(=O)Nc1ccc(S(=O)(=O)N2CC(C)CC(C)C2)cc1 (stereo unspecified)	-38	0	5	-0.2	-23	2	3	10
COCCSc1ccccc1C(=O)N1CCCC(C)C1 (stereo unspecified)	-13	-1	-7	-1.6	3	3	-1	8
O=C(c1ncn(Cc2ccccc2)c1C(=O)N1CCc2ccccc2C1)N1CCc2ccccc2C1	5	1	-1	0.2	-8	0	-1	52*
N#CCCn1cc(C(=O)NCc2ccccc2)c(-c2cccs2)n1	-3	-2	-6	-1.6	-2	9	16	0
CCC(=O)[C@@]1(C)[C@H](C)C[C@H]2[C@@H]3CCC4=CC(=O)C=C[C@]4(C)[C@H]3[C@@H](O)C[C@@]21C	4	1	6	-1.4	-8	10	1	9
O=C(Nc1cccc(C(=O)Nc2cccc(Br)c2)c1)c1ccccc1	-6	35*	3	39	9	26	-6	0
CC(=O)c1ccc(S(=O)(=O)NCCC(=O)NCCc2c[nH]c3ccccc23)cc1	-7	-6	-4	-0.3	0	6	-6	-62
COCCNC(=O)CN1C(=O)c2cccc3cccc1c23	3	1	4	1.2	-15	24	-10	-184
CC(=O)c1cccc(S(=O)(=O)N2CCCC(c3nc4c(nnn4Cc4cccc(Cl)c4)c(=O)[nH]3)C2)c1 (stereo unspecified)	-5	-1	4	1.9	-27	-20	-3	0
Cc1c(C(=O)O)oc2c1C(O)CCC2 (stereo unspecified)	-7	0	-8	-1.1	-4	0	5	12
CCc1ccccc1NC(=O)CCc1nc(-c2ccc(C)cc2)no1	16	-1	-5	-0.4	-3	-4	-5	23
O=C(O)c1ccccc1C(=O)NCC(O)c1ccccc1 (stereo unspecified)	3	0	-5	2.4	-5	-4	4	6
O=S(=O)(NCCCSc1ccccc1)c1ccccc1F	9	1	-5	0.9	16	0	1	12
C/C(=N/NC(=O)c1ccc(C)s1)c1cccc(NC(=O)c2ccoc2C)c1	-13	-26	-1	-0.6	-5	14	6	-1
Cc1cc(/C=N/NC(N)=S)c(C)n1-c1ccc(Br)cc1	5	-2	-1	4.1	40	18	12	-24
Cn1nnnc1SCC(=O)NC(=O)c1cccc([N+](=O)[O-])c1	-4	1	-7	1.2	-2	-3	0	10
Cc1cc(C(=O)Cn2nc(C(=O)O)c3ccccc3c2=O)c(C)n1C1CC1	6	0	-5	-0.7	-9	-11	3	11
CCCCN(C)C(=O)c1nc2ccccn2c1CN1CCN(c2ccccn2)CC1	20	-2	-10	1.1	3	1	-6	4
COc1ccc(CCN=Cc2c(C)[nH]n(-c3ccc([N+](=O)[O-])cc3)c2=O)cc1OC	-9	-3	-15	0.9	23	8	4	13
COc1ccc(Nc2ccc3ccccc3c2)cc1	5	2	27	-0.5	.	53	.	i
CN(C)c1ccc(/C=C2\SC(=S)N(Nc3ncc(C(F)(F)F)cc3Cl)C2=O)cc1	0	3	-5	5.2	-1	9	-1	38
CC(C)C(C)NC(=O)Cn1cnc2c(oc3ccccc32)c1=O (stereo unspecified)	4	2	-7	-2.8	-6	-3	-7	-1
COc1ccc(S(=O)(=O)N2CCN(c3nc(C)cc(C)n3)CC2)cc1	-2	-1	1	0.9	1	-5	4	7
N=c1n(CC(=O)c2ccc(Br)cc2)c2ccccc2n1Cc1ccccc1	9	-8	-2	0.3	2	52	-11	1
CC(NC(=O)c1ccccc1)c1ccc(F)cc1 (stereo unspecified)	-5	-5	-9	0.8	-5	7	0	25
(list continues)
SMILES	ATG4B inhibitor	NR3A LBD binder	HKDC1 inhibitor	MPTP block	SENP6 inh	PfG6PD inh	SENP7 inh	SENP8 inh
CCCCn1c(N)c(N(CCC(C)C)C(=O)CC2CCCC2)c(=O)[nH]c1=O	0	0	-3	-1.0	5	4	2	-6
COc1ccc(NC(=O)NCCC2=CCCCC2)cc1	5	31*	-6	1.8	3	3	-13	2
CCOc1cc(C(=S)N2CCOCC2)ccc1OS(=O)(=O)c1ccc(OC)cc1	-5	2	-3	-0.4	9	3	10	10
CC(=O)CC1(O)C(=O)Nc2ccccc21 (stereo unspecified)	-4	0	-9	0.1&1.5	4	-6	2	15&26
C=CCn1c(-c2cccs2)nc2nc3ccccc3nc21	6	-1	-6	1.2	32	14	8	-398
Cc1ccc(/C=C/S(=O)(=O)NCCC(=O)NCc2ccc(F)cc2)cc1	0	3	0	-1.3	3	1	2	3
COc1ccc(CN(C)C(=O)c2oc3ccccc3c2CSC)cc1F	7	1	-1	1.9	-4	5	7	1
COC(=O)C1=C(CS(=O)(=O)c2ccc(Cl)cc2)NC(=O)NC1c1ccc(O)c(OC)c1 (stereo unspecified)	-8	2	-6	-2.2	-15	15	1	22
CCOCCCNS(=O)(=O)c1ccc2c(c1)CCN2C(C)=O	-5	0	-4	-2.2	-5	3	-4	11
Cn1nc([N+](=O)[O-])nc1Oc1ccc2ccccc2c1	6	0	3	-1.3	-2	-7	-5	11
COc1cc(/C=C/C(=O)OCC(=O)NC(=O)C2COc3ccccc3O2)ccc1OC(F)F (stereo unspecified)	-4	1	-8	-0.8	2	4	-2	-39
O=c1cc(-c2ccccc2)cc(-c2ccccc2)n1CCCO	-3	2	-2	-0.2	3	-22	9	-55
COc1ccc(OC)c(-c2csc(NC(=O)CSc3nnnn3C)n2)c1	1	1	-8	2.3	4	-1	-1	2
CC(C)[C@H](NC(=O)[C@@H]1Cc2ccccc2CN1)C(=O)Nc1ccc2c(c1)OCCO2	-12	-1	1	2.2	7	7	-5	4
COc1ccc(CCC(=O)NC(C)C)cc1	-1	0	-3	0.6	-18	-3	-5	13
Oc1ccccc1C(=S)N1CCCCCC1	-1	-3	2	2.7	6	14	5	23
COc1ccc(/C=C\c2onc(C)c2S(=O)(=O)N2CCC(C(=O)NCCC(C)C)CC2)cc1	-3	-7	8	1.0	-12	-33	-5	-123
O=C(CNC(=O)c1ccccc1)Nc1cccc(C(F)(F)F)c1	4	-1	-8	3.5	-3	4	3	8
CCCCNC(=S)N(CCCO)Cc1cc2cc3c(cc2[nH]c1=O)OCCO3	-10	0	-6	4.0	0	3	-2	-371
CCOc1ncccc1C(=O)OCC(=O)Nc1cccc(S(N)(=O)=O)c1	0	1	-7	-1.0	1	0	-9	1
CCN(CC(=O)Nc1c(F)cccc1F)C(=O)c1cn2ccccc2n1	-31	0	-6	0.1	-21	-7	-7	3
Cc1cc(-c2sccc2Br)nc(-n2cccc2)n1	6	1	4	1.7	.	-4	.	-313
CC1CC(=O)Nc2ccccc2N1C(=O)Cn1cnc2ccccc2c1=O (stereo unspecified)	4	-1	-5	-1.5	-11	1	7	18
COC(=O)c1ccc(S(=O)(=O)N2CCCN(Cc3cccc(Br)c3F)CC2)n1C	-5	0	0	34	1	5	10	-4
Fc1ccccc1COc1ccc(C(=S)N2CCCC2)cc1	37	2	-2	-0.1	58*	4	48	8
(further entries)
SMILES	ATG4B inhibitor	NR3A LBD binder	HKDC1 inhibitor	MPTP block	SENP6 inh	PfG6PD inh	SENP7 inh	SENP8 inh
O=C(NCCc1ccccc1)c1cccc(NC(=O)c2ccccc2)c1	.	1	-6	0.4	.	13	.	6
O=C(Cc1ccccc1)NCC(=O)OCC(=O)c1ccc(OC(=O)c2ccccc2)cc1	4	1	-3	0.3	-11	-27	0	7
O=C1CCN(CCCc2ccccc2)CCN1CCO	-3	0	-5	-0.2	8	-1	7	11
O=C(CCl)N(C1CCCC1)C1CCS(=O)(=O)C1 (stereo unspecified)	3	1	-7	-2.1	-27	-5	-7	6
CCOC(=O)c1ccc(NC(=O)COc2ccc(S(=O)(=O)NC(C)(C)C)cc2)cc1	-8	-26	-5	-0.6	-7	8	-3	26
Cc1c(C=O)c(C=O)c(C)n1Cc1ccccc1	2	-1	9	1.1	-2	9	4	16
COC(=O)CCC(=O)N1CCc2cc(S(=O)(=O)N3CCN(c4ccccc4Cl)CC3)ccc21	12	0	-7	-0.1	.	-4	.	10
CCOc1ccc(C(=O)CCC(=O)Nc2cccc(S(=O)(=O)N3CCCCC3)c2)cc1	-16	-6	7	0.2	10	13	-5	21
CCOc1ccc2nc(Cl)c(C3CC(c4ccccc4)=NN3C(=O)c3cccs3)cc2c1 (stereo unspecified)	0	0	3	-1.2	-9	-15	4	-13
C#CCn1c(S(=O)(=O)Cc2ccc(F)cc2)nc(-c2ccccc2)c1-c1ccccc1	5	2	-1	0.1	-4	13	-2	10
CNC(=S)N1CCN(c2ccc(Cl)c(Cl)c2)CC1	1	-6	3	-0.4	-10	6	-9	15
O=C(CN1C(=O)NC(Cc2ccccc2)(Cc2ccccc2)C1=O)NCC1CCCCC1	-10	0	1	5.9	4	0	-1	5
Cc1oc(-c2ccc(Cl)cc2)nc1CN1CCC(C(=O)NCc2cccs2)CC1	-12	-2	0	3.4	-28	-8	-5	16
O=C1C=CC(=O)N1c1ccc(OC(F)F)cc1	6	-2	-7	17	.	87*	.	13

Another view of some results above:
O=C1CCN(CCCc2ccccc2)CCN1CCO
- ATG4B inhibitor = -3
- NR3A LBD binder = 0
- HKDC1 inhibitor = -5
- MPTP block = -0.2
- SENP6 inh = 8
- PfG6PD inh = -1
- SENP7 inh = 7
- SENP8 inh = 11
O=C(CCl)N(C1CCCC1)C1CCS(=O)(=O)C1 (stereo unspecified)
- ATG4B inhibitor = 3
- NR3A LBD binder = 1
- HKDC1 inhibitor = -7
- MPTP block = -2.1
- SENP6 inh = -27
- PfG6PD inh = -5
- SENP7 inh = -7
- SENP8 inh = 6
CCOC(=O)c1ccc(NC(=O)COc2ccc(S(=O)(=O)NC(C)(C)C)cc2)cc1
- ATG4B inhibitor = -8
- NR3A LBD binder = -26
- HKDC1 inhibitor = -5
- MPTP block = -0.6
- SENP6 inh = -7
- PfG6PD inh = 8
- SENP7 inh = -3
- SENP8 inh = 26
Cc1c(C=O)c(C=O)c(C)n1Cc1ccccc1
- ATG4B inhibitor = 2
- NR3A LBD binder = -1
- HKDC1 inhibitor = 9
- MPTP block = 1.1
- SENP6 inh = -2
- PfG6PD inh = 9
- SENP7 inh = 4
- SENP8 inh = 16

From PubChem BioAssay
